High-throughput results deposited in PubChem BioAssay by several laboratories.
CCHF vOTU inh – CCHFV vOTU protease inhibition. Pep-AMC fluorescence. inhibition, % at 11.5 µM. 0.55% of 370,000 active. AID 651958; in the data active = inhibition above about 30%; note: 0% = vehicle wells with enzyme and 100% = no enzyme wells
BoNT-A LC inh2 – BoNT A light chain protease inhibition | multiplex microsphere protease substrate cleavage, flow cytometry | inhibition, % at 10 µM | 0.17% of 360,000 active; note: plate controls were buffer without enzyme for full effect and enzyme alone for no effect
TcdB inh – TcdB glycohydrolase inhibition; P18177; TcdB glycohydrolase enzymatic assay, plate reader; inhibition, % at 9.99 µM; 0.24% of 350,000 active; in the data active = inhibition above about 10%
Target sequence (P18177 whole entry, looked up): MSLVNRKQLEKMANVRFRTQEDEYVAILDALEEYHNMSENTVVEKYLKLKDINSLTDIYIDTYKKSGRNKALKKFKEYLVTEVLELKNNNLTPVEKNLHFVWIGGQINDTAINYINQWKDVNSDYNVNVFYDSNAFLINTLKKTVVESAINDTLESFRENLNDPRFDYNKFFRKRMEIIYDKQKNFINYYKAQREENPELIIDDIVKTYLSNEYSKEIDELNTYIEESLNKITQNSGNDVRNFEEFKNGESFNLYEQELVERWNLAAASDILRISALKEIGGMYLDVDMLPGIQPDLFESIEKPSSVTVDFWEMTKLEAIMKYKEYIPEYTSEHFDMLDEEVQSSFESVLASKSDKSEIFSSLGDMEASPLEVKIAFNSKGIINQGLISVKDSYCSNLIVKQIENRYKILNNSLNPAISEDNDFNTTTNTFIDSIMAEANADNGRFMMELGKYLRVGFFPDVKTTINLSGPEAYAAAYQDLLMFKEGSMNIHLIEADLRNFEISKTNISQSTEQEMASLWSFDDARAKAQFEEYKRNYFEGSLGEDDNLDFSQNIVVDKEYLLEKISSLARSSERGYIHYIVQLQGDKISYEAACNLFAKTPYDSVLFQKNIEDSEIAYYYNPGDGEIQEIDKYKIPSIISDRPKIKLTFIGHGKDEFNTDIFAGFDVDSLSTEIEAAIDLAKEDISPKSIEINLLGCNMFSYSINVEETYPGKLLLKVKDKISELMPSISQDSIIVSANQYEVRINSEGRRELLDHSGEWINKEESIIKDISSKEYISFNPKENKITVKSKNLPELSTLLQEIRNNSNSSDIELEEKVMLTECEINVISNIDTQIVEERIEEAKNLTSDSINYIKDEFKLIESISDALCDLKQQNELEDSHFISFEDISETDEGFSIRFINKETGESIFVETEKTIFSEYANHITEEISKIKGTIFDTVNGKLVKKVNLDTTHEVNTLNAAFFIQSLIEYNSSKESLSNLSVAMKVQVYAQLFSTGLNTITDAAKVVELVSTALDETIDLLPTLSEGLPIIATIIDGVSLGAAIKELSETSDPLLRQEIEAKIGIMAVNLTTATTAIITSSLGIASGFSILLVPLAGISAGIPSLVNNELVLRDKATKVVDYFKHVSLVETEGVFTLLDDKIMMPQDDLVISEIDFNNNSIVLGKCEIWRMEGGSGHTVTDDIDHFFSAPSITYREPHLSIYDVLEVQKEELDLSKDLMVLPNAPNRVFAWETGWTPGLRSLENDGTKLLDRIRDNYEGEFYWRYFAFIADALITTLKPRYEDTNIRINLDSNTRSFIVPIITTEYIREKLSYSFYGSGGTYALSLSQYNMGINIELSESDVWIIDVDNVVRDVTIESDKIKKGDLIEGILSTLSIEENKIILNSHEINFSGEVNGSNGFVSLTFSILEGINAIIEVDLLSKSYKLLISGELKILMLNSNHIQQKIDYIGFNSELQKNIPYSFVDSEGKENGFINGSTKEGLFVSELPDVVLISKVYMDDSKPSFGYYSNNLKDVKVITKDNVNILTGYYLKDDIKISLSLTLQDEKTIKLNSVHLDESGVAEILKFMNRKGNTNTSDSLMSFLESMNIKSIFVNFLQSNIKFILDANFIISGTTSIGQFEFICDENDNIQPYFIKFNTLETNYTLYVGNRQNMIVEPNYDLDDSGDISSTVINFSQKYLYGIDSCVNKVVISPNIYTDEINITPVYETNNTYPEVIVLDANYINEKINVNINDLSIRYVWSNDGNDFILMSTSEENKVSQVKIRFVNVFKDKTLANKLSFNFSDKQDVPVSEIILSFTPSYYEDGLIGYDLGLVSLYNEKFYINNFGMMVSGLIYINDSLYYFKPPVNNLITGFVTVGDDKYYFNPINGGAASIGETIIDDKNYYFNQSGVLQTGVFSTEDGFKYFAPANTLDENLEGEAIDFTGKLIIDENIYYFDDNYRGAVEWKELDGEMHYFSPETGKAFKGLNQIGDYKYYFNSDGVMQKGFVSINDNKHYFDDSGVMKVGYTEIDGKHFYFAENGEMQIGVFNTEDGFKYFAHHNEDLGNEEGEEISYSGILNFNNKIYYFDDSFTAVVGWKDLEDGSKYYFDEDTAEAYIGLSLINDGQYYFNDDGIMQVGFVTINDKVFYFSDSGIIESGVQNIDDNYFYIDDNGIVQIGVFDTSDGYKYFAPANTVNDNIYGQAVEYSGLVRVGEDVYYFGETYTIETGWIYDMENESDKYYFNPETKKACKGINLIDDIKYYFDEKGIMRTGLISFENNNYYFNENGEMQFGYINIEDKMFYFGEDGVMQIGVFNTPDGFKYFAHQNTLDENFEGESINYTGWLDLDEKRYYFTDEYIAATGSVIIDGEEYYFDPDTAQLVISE
PrPC TRFRET – reduces human prion protein on the cell surface; P04156; cell surface PrPC, TR-FRET read-out; inhibition, % at 13.8 µM; 0.43% of 370,000 active; AID 720596; in the data active = inhibition above about 24%; note: 0% = median of the test wells and 100% = reference compound wells
BoNT F protease – inhibitors of Botulinum neurotoxin F light chain protease. 0.22% of 360,000 active. inhibition, % at 10 µM. Multiplex microsphere protease cleavage assay, flow cytometry; in the data active = inhibition above about 35%, passing the limit was not always enough; inconclusive = no clear call, values can overlap the other calls; note: plate controls were buffer without enzyme for full effect and enzyme alone for no effect
Anthrax LF inh2 – inhibitors of Bacillus anthracis lethal factor protease; 0.12% of 360,000 active; P15917; inhibition, % at 10 µM; AID 588501; multiplex microsphere protease cleavage assay, LF; note: plate controls were buffer without enzyme for full effect and enzyme alone for no effect
FadD28 FP inh – M. tuberculosis FadD28 bisubstrate binding inhibition | AID 588549 | 0.22% of 360,000 active | FadD28 bisubstrate probe binding, fluorescence polarization | inhibition, % at 12.5 µM; in the data active = inhibition above about 8.5%, passing the limit was not always enough; inconclusive = no clear call, values can overlap the other calls
Y pestis TopoI – Y. pestis Topo-I inhibition via cleavage products; AID 504884; 0.064% of 360,000 active; Y. pestis Topo-I cleavage product accumulation, plate reader; activity, % at 10 µM; in the data active = activity above about 50%, passing the limit was not always enough; inconclusive = no clear call, values can overlap the other calls; note: inactives centre near 2
PfHsp40 rescue – compounds rescuing yeast from Plasmodium falciparum HSP40 toxicity; S. cerevisiae expressing PfHsp40, growth rescue, ATP luminescence; growth rescue, % at 12.5 µM; 0.68% of 340,000 active; in the data active = growth rescue above about 28%, passing the limit was not always enough; inconclusive = no clear call, values can overlap the other calls;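 note: yeast W303a lacking pdr1 and pdr3 grown in galactose medium; growth measured after three days at 30 °C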
An asterisk follows results filed as active; ? = inconclusive; nt = not tested or not shown. Cut-off read from the data, not from the text of the source, unless noted: active = inhibition above about 30%; inconclusive = no clear call, values can overlap the other calls; inactive = below that.

SMILES	CCHF vOTU inh	BoNT-A LC inh2	TcdB inh	PrPC TRFRET	BoNT F protease	Anthrax LF inh2	FadD28 FP inh	Y pestis TopoI	PfHsp40 rescue
CCc1nn2c(=O)cc(COc3ccc(/C=C4\C(=N)N5N=C(C)SC5=NC4=O)cc3)nc2s1	-10.0	-0.1	-1.4	6.1	-2.2	1.6	-0.7	-9.9	0.7
O=P(C(=NCCO)NO)(N1CCOCC1)N1CCOCC1	-7.5	-4.6	0.6	5.0	-27.6	-15.8	-2.1	5.3	5.4
O=C(O)CCCN1C(=O)/C(=C/c2ccncc2)SC1=S	20.2	0.1	-0.7	-1.3	-7.5	0.7	-3.4	4.3	4.2
O=C(NC1CCC(O)CC1)c1cccnc1Sc1ccccc1Cl (stereo not given)	-4.6	1.3	0.4	-3.4	4.4	-0.8	-0.6	14.0	1.3
Cc1ccccc1SCC(=O)Nc1ccc(N2CCOCC2)cc1	8.1	0.3	0.6	15.5	-10.9	-0.3	0.9	1.9	-0.2
COc1cc(SC)ccc1C(=O)Nc1ccc(C)cc1C	3.5	-0.6	nt	13.7	-0.5	0.9	1.4	21.2	-0.6
Cc1cccc(NC(=O)CCNC(=O)c2ccccc2Cl)n1	7.5	1.2	0.9	2.5	10.7	1.0	0.0	1.6	0.0
Cc1ccc(N=C2NC(=O)/C(=C/c3cccs3)S2)cc1C	0.6	1.2	nt	-0.6	1.3	2.1	1.8	-5.2	-0.6
COc1ccc(C(=O)NCCCn2cccn2)cc1OC1CCN(C(C)=O)CC1	-4.7	1.4	1.1	-5.6	9.3	1.9	-3.3	3.8	0.0
N#Cc1cccc(NC(=O)N2CCC(c3nc4c(nnn4Cc4cccc(Cl)c4)c(=O)[nH]3)CC2)c1	4.4	0.6	nt	3.3	11.8	2.0	-10.3	23.5	4.2
O=C(CCl)Nc1c2c(nn1-c1ccccc1)CSC2	5.5	1.8	0.5	-3.3	2.4	-1.9	-3.6	1.8	0.3
Cc1n[nH]c(=O)c2c(NC(=O)COC(=O)c3cc(F)cc(F)c3)oc(C)c12	-10.6	9.3	3.3	1.1	13.2	6.1	0.1	10.4	-1.1
O=Cc1ccc(-c2ccc(C(=O)O)cc2)o1	19.7	0.3	-8.0	6.4	3.3	-3.0	2.0	6.1	-0.2
Fc1ccc(OCc2nc(-c3ccncc3)n[nH]2)cc1	-9.1	-0.5	0.2	9.2	-0.9	2.6	-2.6	1.6	-0.7
CCOC(=O)C1=C(c2ccccc2)N=C2SCC(=O)N2C1c1ccc(OC)c(OC)c1 (stereo not given)	0.9	0.4	1.0	0.4	-9.6	-1.5	1.1	-5.5	1.3

The last 2 entries of the part above are carried over, then new ones follow:
SMILES	CCHF vOTU inh	BoNT-A LC inh2	TcdB inh	PrPC TRFRET	BoNT F protease	Anthrax LF inh2	FadD28 FP inh	Y pestis TopoI	PfHsp40 rescue
Fc1ccc(OCc2nc(-c3ccncc3)n[nH]2)cc1	-9.1	-0.5	0.2	9.2	-0.9	2.6	-2.6	1.6	-0.7
CCOC(=O)C1=C(c2ccccc2)N=C2SCC(=O)N2C1c1ccc(OC)c(OC)c1 (stereo not given)	0.9	0.4	1.0	0.4	-9.6	-1.5	1.1	-5.5	1.3
C/C(Cc1ccccc1)=N\NC(=O)CNC(=O)c1ccccc1	9.1	-0.8	-9.7	1.9	-4.6	-0.9	-2.9	-4.5	-1.3
Cc1ccc(C(=O)N2CCOCC2)cc1S(=O)(=O)Nc1cccc(C)c1C	-3.0	-1.4	nt	4.7	-13.1	-8.9	0.0	2.3	-0.2
C=CC[C@H](CC(=O)N(CCO)Cc1ccccc1)C(=O)N[C@@H](C)COC(=O)[C@@H](CC=C)Cc1ccc(F)cc1	18.4	-0.2	1.8	-1.4	-7.8	-1.0	-2.5	11.9	2.7
Cc1cc(C(=O)CSc2nnc(C3COc4ccccc4O3)n2C)c(C)n1-c1ccc(F)cc1 (stereo not given)	20.9	-1.4	nt	1.1	-19.4	-2.4	-3.6	19.6	1.6
COCCNC(=O)CN(C(=O)c1ccc(N2CCCC2)nc1)c1ccc(F)c(Cl)c1	-8.3	-1.5	-0.2	-6.6	?	16.1	-0.3	6.0	1.1
CN(C)S(=O)(=O)c1cc(NC2CC(=O)N(c3ccc(F)cc3)C2=O)ccc1Cl (stereo not given)	-18.7	0.1	0.3	-2.0	-6.5	-0.3	-1.6	-12.7	1.2
CC(C)(C)C1CCc2c(sc(NC(=O)c3ccco3)c2C(N)=O)C1 (stereo not given)	-2.6	0.3	nt	-3.8	8.0	-3.6	-0.6	3.8	2.0
Cc1ccc(Cl)c(OCC(=O)NN2CCN(C)CC2)c1	-5.6	2.4	1.0	-3.3	8.9	-1.4	-3.1	6.0	-1.5
C=CCNC(=S)N/N=C1\CCS(=O)(=O)c2ccccc21	-5.2	1.2	2.4	-4.8	10.4	-11.6	-1.9	0.2	-0.2
CCOc1ccc(NC(=O)CCn2c(=O)[nH]c3ccsc3c2=O)cc1	-11.7	-0.8	nt	3.8	4.0	0.9	-0.2	12.3	-2.0
Cc1cc(=O)n2c(C(=O)Nc3ccc(C)c(C)c3)c(C(=O)Nc3ccccc3)sc2n1	-1.0	-0.4	4.5	-1.3	-7.2	-4.5	-2.2	-1.5	-0.3
COc1ccc(S(=O)(=O)N(C)CC(=O)NC2CCCCC2)cc1Cl	10.8	-0.6	nt	-3.3	6.8	-8.4	-0.1	6.0	-0.5
Cc1ccc(NC(=O)CCCn2c(=O)[nH]c3ccsc3c2=O)cc1	nt	-0.5	nt	nt	3.8	12.1	-3.8	-1.1	0.0
CCOc1ccc(N=Cc2c(O)n(-c3cc(C)cc(C)c3)c(=O)[nH]c2=O)cc1	-7.0	?	1.2	-5.6	?	-9.9	-3.3	-8.5	-0.9
CCNC(=S)NS(=O)(=O)c1ccc(CC)cc1	-5.8	-0.6	nt	2.3	5.2	-3.1	0.8	-6.6	0.5

Compound profiles, as listed above. Values in the order: CCHF vOTU inh, BoNT-A LC inh2, TcdB inh, PrPC TRFRET, BoNT F protease, Anthrax LF inh2, FadD28 FP inh, Y pestis TopoI, PfHsp40 rescue
CN(C)S(=O)(=O)c1cc(NC2CC(=O)N(c3ccc(F)cc3)C2=O)ccc1Cl (stereo not given) as listed: -18.7, 0.1, 0.3, -2.0, -6.5, -0.3, -1.6, -12.7, 1.2
COCCNC(=O)CN(C(=O)c1ccc(N2CCCC2)nc1)c1ccc(F)c(Cl)c1 as listed: -8.3, -1.5, -0.2, -6.6, ?, 16.1, -0.3, 6.0, 1.1
CCOc1ccc(NC(=O)CCn2c(=O)[nH]c3ccsc3c2=O)cc1 as listed: -11.7, -0.8, nt, 3.8, 4.0, 0.9, -0.2, 12.3, -2.0
Cc1cc(C(=O)CSc2nnc(C3COc4ccccc4O3)n2C)c(C)n1-c1ccc(F)cc1 (stereo not given) as listed: 20.9, -1.4, nt, 1.1, -19.4, -2.4, -3.6, 19.6, 1.6
COc1ccc(S(=O)(=O)N(C)CC(=O)NC2CCCCC2)cc1Cl as listed: 10.8, -0.6, nt, -3.3, 6.8, -8.4, -0.1, 6.0, -0.5

New compounds follow.
SMILES	CCHF vOTU inh	BoNT-A LC inh2	TcdB inh	PrPC TRFRET	BoNT F protease	Anthrax LF inh2	FadD28 FP inh	Y pestis TopoI	PfHsp40 rescue
O=[N+]([O-])c1ccccc1Oc1ccc(C(F)(F)F)cn1	-0.5	-0.3	-0.1	-0.6	0.9	-0.3	0.5	-4.2	-0.1
COc1ccc(CCC(=O)Nc2c(C)n(C)n(-c3ccccc3)c2=O)cc1	-7.0	-1.0	-0.3	2.5	-5.0	-0.6	1.4	4.8	0.1
CCOc1ccc(/C=C2\SC(=S)N(CC(=O)Nc3ccccn3)C2=O)cc1	5.9	2.4	-0.3	-5.4	-2.4	4.4	0.4	0.0	0.5
O=C(CN1C(=O)C2CC=CCC2C1=O)Nc1nc(-c2ccc(F)c(F)c2)cs1 (stereo not given)	1.7	-0.3	0.5	-1.4	-1.6	-1.0	-3.8	-8.0	1.4
O=C(O)c1cscc1-c1cccc2ccccc12	6.6	-0.1	0.0	8.7	-1.1	-5.9	-2.8	7.0	nt
Nc1cc(Cl)ccc1N1CCCCCC1	-12.6	0.2	1.4	5.4	-5.9	1.3	1.0	6.8	0.7
CS(=O)(=O)c1ccc(Cl)c(NC(=O)COC(=O)c2cccc(S(=O)(=O)N3CCCC3)c2)c1	-2.9	1.0	-3.0	6.5	10.2	1.0	-0.9	23.7	-0.8
Cc1c(NC(=O)CSc2nc3ccccc3c(=O)n2C(C)C)c(=O)n(-c2ccccc2)n1C	3.6	-2.9	0.7	10.8	-5.8	0.4	nt	2.8	1.9
COc1ccccc1NC(=O)CN1CCN(CC(=O)Nc2ccc(OCc3ccccc3)cc2)CC1	7.0	-0.4	nt	5.0	-2.1	-5.5	0.7	-4.1	-1.2
c1ccc(CNc2ccc3c(c2)ncn3C2CCCCC2)nc1	2.9	0.7	-0.7	1.4	-6.7	-5.8	0.5	8.0	0.6
Cc1[nH]c2ccc(C(=O)N3CCC(C(N)=O)CC3)cc2c1C	1.1	0.4	1.2	-4.4	-5.9	-4.9	-3.0	-1.8	-0.3
CCOC(=O)C(O)(c1ccc(N)c(OC)c1)C(F)(F)F (stereo not given)	2.1	-0.3	nt	-4.7	-4.4	-2.8	-2.4	1.8	-1.5
CCN(c1ccccc1)S(=O)(=O)c1ccc(C(=O)Nc2ncccc2O)cc1	-0.9	-0.2	1.9	-2.6	-0.9	-2.0	-1.0	-5.5	-0.6
COc1cc2c3c(c1)-c1c(sn(-c4cc(OC)ccc4OC)c1=S)C(C)(C)N3C(=O)C2=O	-1.0	2.0	nt	-2.7	1.3	-6.3	-1.0	-21.6	-1.3
CC(C)=C1C2CCC1C1C(=O)N(c3ccc4c(c3)OCO4)C(=O)C21 (stereo not given)	-2.9	-0.9	-0.3	4.7	-5.3	-0.5	0.3	-3.8	-1.5

Pulled by structure from the list above (2):
SMILES	CCHF vOTU inh	BoNT-A LC inh2	TcdB inh	PrPC TRFRET	BoNT F protease	Anthrax LF inh2	FadD28 FP inh	Y pestis TopoI	PfHsp40 rescue
O=C(O)c1cscc1-c1cccc2ccccc12	6.6	-0.1	0.0	8.7	-1.1	-5.9	-2.8	7.0	nt
Nc1cc(Cl)ccc1N1CCCCCC1	-12.6	0.2	1.4	5.4	-5.9	1.3	1.0	6.8	0.7

Continuation:
SMILES	CCHF vOTU inh	BoNT-A LC inh2	TcdB inh	PrPC TRFRET	BoNT F protease	Anthrax LF inh2	FadD28 FP inh	Y pestis TopoI	PfHsp40 rescue
Nc1ccc(C(=O)N/N=C2\CCCc3c2[nH]c2ccccc32)cc1	-4.6	-1.4	nt	-1.0	-8.0	-3.9	3.6	3.8	1.0
CN(C(=O)c1ccc2c(c1)OCO2)C1CCCCC1	-3.1	1.8	1.6	-0.2	1.6	2.4	2.2	3.6	0.2
Cc1ccc(S(=O)(=O)Cn2nnnc2C(C(C)C)N2CCC(O)CC2)cc1 (stereo not given)	1.1	-1.7	1.0	-3.0	-14.5	2.3	-4.5	1.6	-0.3
CN(c1cccc(NC(=O)CN(c2ccc(Cl)c(Cl)c2)S(=O)(=O)c2ccccc2)c1)S(C)(=O)=O	7.3	0.4	nt	2.0	-0.3	-2.2	-1.2	-5.3	0.4
CCOc1ccc(/C=N/NC(=O)C2CC2)cc1OC	-0.1	-4.2	0.7	5.1	0.7	-2.4	-0.8	0.8	0.1
CCN1CCN(c2cc(-c3ccccc3)nc3cc(-c4cccc(F)c4)nn23)CC1	-19.7	0.7	nt	2.8	-1.2	-2.6	-2.2	-14.1	-1.4
COc1ccc2[nH]c(=O)c(-c3nnn(-c4ccc(Cl)nc4)n3)cc2c1	nt	0.3	nt	nt	-2.2	-3.5	0.8	3.3	-0.4
COC(=O)c1ccc(CN2CCN(CC(C)C)C(CCO)C2)cc1 (stereo not given)	4.1	-0.9	0.3	2.1	-2.5	-5.0	-3.7	-3.8	0.6
NC(=O)NS(=O)(=O)Oc1ccccc1	3.0	-0.6	1.0	1.7	-6.3	-4.4	-3.1	-5.6	-0.3
Cn1cnnc1SCC(=O)Nc1ccccc1F	-8.8	-0.4	0.7	-4.9	-4.3	-4.1	-0.3	6.1	-0.1
CCN1CCN(C(c2cccs2)C(C)NS(=O)(=O)c2ccc(Br)cc2)CC1 (stereo not given)	-4.9	-0.1	nt	-11.4	-1.8	-2.2	-2.5	3.9	0.3
